# Assay outcomes deposited in PubChem by National Center for Advancing Translational Sciences (NCATS).
# S3 lipid droplet – qHTS Assay for Lipid Storage Modulators in Drosophila S3 Cells. Potency in µM for hits, for the others lipid storage change, negative = inhibition, % at the top dose, mostly 46.1 µM. Drosophila S3 cells, BODIPY lipid droplet fluorescence, 18-24 h; cells fed with added oleic acid. AID 2685, 2010. actives 0.64% (n = 320,000); active = well fitted inhibition curve with a large enough effect in the signal ratio, with a control signal flat, not every such curve was filed as active; inconclusive = small, poorly fitted or top-dose-only effect, or effect the other way, or a change in a side signal; the % refers to the signal ratio
#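 Drosophila S3 cells loaded with oleic acid (400 uM, as added) and compounds at several concentrations; lipid droplets imaged by 488-nm laser-scanning cytometry, 500–530 nm intensity and object ratio to cell channel. Percent activity normalized to 20 uM Triacsin C.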
# S3 lipid droplet cell count max – also measured in S3 lipid droplet; calls as there; cell number change, %; measured here: cell count max response;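 cells counted by Cell Tracker Red CMTPX staining in the red channel; peak over a dose series mostly up to 46.1 µM; percent activity relative to internal control wells on each plate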
# The depositor's hits bear a star; i = inactive; ? = inconclusive; · = no result given. % is scaled to controls: 0 for no effect and ±100 for the full control effect; potency is read from the fitted curve at half-maximal effect. Only part of the results is shown. The share of hits here may be higher or lower than overall.
SMILES,S3 lipid droplet,S3 lipid droplet cell count max
Cc1nc(NCc2ccco2)[nH]c(=O)c1CCC(C)C,?,·
CCOC(=O)CSCC(=O)Nc1c(C(=O)C2CC2)oc2ccccc12,8.6%,15.6
CS(=O)(=O)c1ccccc1C(=O)Nc1cccc2ncccc12,?,·
O=C(COC(=O)C12CC3CC(CC(O)(C3)C1)C2)NCCc1ccc(Cl)cc1,-5.2%,-13.7
CCOC(=O)c1nc(C)n(-c2cc(OC)c(Cl)cc2Cl)n1,?,·
CC1(C)CC(N2CCCC2)=CC(=[N+]2CCCCC2)C1,?,·
Cc1ccc(N(C(=O)Cn2nnc(-c3ccccc3F)n2)C(C(=O)NC2CCCC2)c2ccncc2)cc1 (stereo unspecified),?,·
Cc1ccc(C2=NOC3(CC(=O)N(c4ccccc4)C3=O)C2)cc1 (stereo unspecified),?,·
CCCn1c(=O)[nH]c(=O)c2c1nc(-c1cc([N+](=O)[O-])ccc1Cl)n2CCOC,?,·
O=C(OCC(=O)N1CCN(C(=O)c2ccco2)CC1)c1cccc(S(=O)(=O)N2CCc3ccccc32)c1,?,·
O=C(Nn1cnc2ccccc2c1=O)c1ccc([N+](=O)[O-])cc1Cl,?,·
COCCOc1cc(NC(=O)CS(=O)(=O)CC(=O)N(C)C)c(Cl)cc1Cl,4.4%,10.0
Cc1ccc(S(=O)(=O)N2CCOc3ccccc32)c(C)c1NS(C)(=O)=O,-12.7%,·
CCCCCC(=O)Nc1cccc(C2=NOC3(C2)C[C@H](C(N)=O)N(C(=O)COc2ccc(Cl)cc2)C3)c1 (stereo partly specified),11.1%,3.0
Cc1nn(CC(=O)NNC(=O)c2ccccc2F)c([N+](=O)[O-])c1Br,-2.1%,8.5
C=CCNC(=O)C1CC2Cn3c(nc4cc5ccccc5cc43)C2N1C (stereo unspecified),17.5%,-7.5
CC1(C)Cc2c(sc(NC(=O)c3ccc(C(=O)c4ccccc4)cc3)c2C#N)C(C)(C)N1,?,·
CCCNC(=O)NC(=O)COC(=O)CC(NC(N)=O)c1ccc(Cl)cc1 (stereo unspecified),?,·
COc1ccc(-c2nn(-c3ccccc3)cc2/C=N/NC(=O)c2cccc(S(=O)(=O)Nc3ccccc3Cl)c2)cc1,?,·
O=C(CN1CCOCC1)Nc1scc(-c2ccccc2)c1C(=O)N1CCOCC1,27.0%,-12.7
COc1ccc(CCN(C)C(=O)CN2C(=O)NC3(CCCCCC3)C2=O)cc1OC,1.5%,13.0
Cc1ccc(-c2ccnc3nc(Sc4ncc(C(F)(F)F)cc4Cl)nn23)cc1,i,-18.8
O=C(COC(=O)c1nn(-c2ccccc2C(F)(F)F)cc1O)c1ccc(OC(F)F)cc1,?,·
COc1ccc(C2CC(=O)c3cnc(N4CCc5ccccc54)nc3C2)c(OC)c1 (stereo unspecified),-5.6%,3.9
Cc1c(C(=O)OC2CCC(C)CC2)[nH]c2c1C(=O)CCC2 (stereo unspecified),?,·
Cc1c(NC(=O)COC(=O)CSc2ccc(C(N)=O)cc2[N+](=O)[O-])c(=O)n(-c2ccccc2)n1C,3.8%,16.7
COc1ccc(NC(=O)Nc2cccnc2)cc1,5.6%,12.3
CCOc1nc(NC2CCCC2)nc(N2CCC(C)CC2)n1,?,·
CSc1nnc(SCC(=O)Nc2ccc3[nH]c(=O)[nH]c3c2)s1,?,·
Cc1ccc(C(CCNC(C)c2cccs2)c2ccco2)cc1 (stereo unspecified),?,·
COc1ccc(/C=N/Nc2nncc3ccccc23)c(OC)c1,20.2%,21.8
CCN(CC)CC(=O)Nc1cccc(S(=O)(=O)N2CCCC2)c1,-21.2%,-19.1
Cc1cccc(NC(=S)NCC(c2cccnc2)N2CCOCC2)c1C (stereo unspecified),?,·
CC(=O)COc1ccc2c(C)c(C)c(=O)oc2c1,-35.4%,-19.2
CC(C)Cn1c(N)c(C(=O)COC(=O)C2Cc3ccccc3CN2S(C)(=O)=O)c(=O)n(C)c1=O (stereo unspecified),?,·
COc1ccccc1-c1coc2c(CN3C(C)CCCC3C)c(O)ccc2c1=O (stereo unspecified),14.9%,-6.7
CC(Sc1nnc(C2CC2)n1C1CC1)C(=O)NC1(C#N)CCCCC1 (stereo unspecified),?,·
O=C(CCN1C(=O)c2cccc3cccc(c23)C1=O)NC1CCS(=O)(=O)C1 (stereo unspecified),25.8%,·
Cc1nc2cc(Nc3ccncc3)ccc2s1,?,·
NC(=O)c1ccsc1NC(=O)COC(=O)COc1ccc(C=O)cc1,?,·
COC(=O)/C=C1/S/C(=N/NC(=O)c2ccc(Cl)cc2Cl)NC1=O,?,·
OC1(c2ccccc2)c2ccccc2-c2ncccc21 (stereo unspecified),?,·
Cc1cccc(NC(=O)CN2C(=O)NC(Cc3ccccc3)C2=O)c1 (stereo unspecified),?,·
Cc1oc(-c2ccc(Cl)cc2)nc1CS(=O)CC(=O)NC1CCCC1 (stereo unspecified),4.7%,-1.7
COc1ccc(NC(=O)CN(C)C(=O)CCCc2nc3ccccc3c(=O)[nH]2)cc1,?,·
O=c1cc(-c2ccccc2[N+](=O)[O-])oc2ccccc12,-5.4%,-7.6
CCSc1nc2sc3c(c2c(=O)n1-c1ccccc1)CCN(C)C3,?,·
O=C(N/C(=C\c1ccccc1)C(=O)N1CCOCC1)c1ccccc1Br,7.4%,13.1
CC(C)CCn1nnnc1CN1CCN(C(c2ccccc2)c2ccccc2)CC1,i,·
Cc1ccc(C(=O)OCC(=O)NC(=O)c2ccc(C(C)(C)C)cc2)c(O)c1,12.6%,5.0
CCOC(=O)Nc1ccc2c(c1)nc(CN1CCCCC1)n2C,-16.5%,-18.7
CC1CCc2c(nc3ncnn3c2NCCN(C)C)C1 (stereo unspecified),?,·
O=C1C2C(C(=O)N1Cc1cccnc1)C1C=CC2C12CC2 (stereo unspecified),i,-2.7
O=C(CCNC(=O)c1ccc(Br)cc1)NCC(c1ccco1)N1CCCCC1 (stereo unspecified),-4.2%,26.3
CCn1cc(C(=O)O)c(=O)c2cnc(N3CCN(C(=S)Nc4ccccc4)CC3)nc21,i,·
Nc1cccc2c1C(=O)N(Cc1cccc(Cl)c1)C2=O,-2.4%,-7.0
O=C1c2ccsc2SCCN1Cc1ccccc1Cl,?,·
O=S(=O)(Nc1cccc(-c2ccc(N3CCCCCC3)nn2)c1)c1ccc(F)cc1,?,·
CCN(CC)CC(=O)Nc1c(Br)ccc2c1OCO2,?,·
CC1=NN(c2ccc(C)c(C)c2)C(=O)/C1=C\C=C\c1ccc([N+](=O)[O-])o1,?,·

# Three structures out of the list, arranged by molecular weight, low to high.
SMILES,S3 lipid droplet,S3 lipid droplet cell count max
CC1CCc2c(nc3ncnn3c2NCCN(C)C)C1 (stereo unspecified),?,·
CC1=NN(c2ccc(C)c(C)c2)C(=O)/C1=C\C=C\c1ccc([N+](=O)[O-])o1,?,·
CCn1cc(C(=O)O)c(=O)c2cnc(N3CCN(C(=S)Nc4ccccc4)CC3)nc21,i,·

# Carrying on.
SMILES,S3 lipid droplet,S3 lipid droplet cell count max
Cc1ccc(S(=O)(=O)N2CCC3(CC2)OCCO3)s1,?,·
O=c1oc2cccnc2n1CCS(=O)(=O)c1ccc(F)cc1,?,·
CCOC(=O)/C=C/C(=O)N1CCc2ccccc21,1.3%,-0.1
CC(=O)c1c(-c2ccccc2)c2ccccc2[nH]c1=O,-4.4%,27.9
CCOC(=O)c1sc(NC(=O)c2ccco2)c(C#N)c1C,?,·
COc1ccc(C(=O)NNC(=O)OC(C)(C)C)cc1,?,·
Cc1cc(C(=O)OCC(=O)Nc2cccc(S(=O)(=O)N(C)C)c2)c2ccccc2n1,-9.6%,-13.9
CCOc1ccccc1OCC(=O)Nc1c(C)n(C)n(-c2ccccc2)c1=O,?,·
O=C(NCc1ccc[n+](CCCCS(=O)(=O)[O-])c1)c1ccc(OC(F)F)cc1,?,·
COc1ccc(N(C)S(=O)(=O)c2ccc3c(c2)NC(=O)CO3)c(OC)c1,i,-2.1
Cc1cccc(N(C(=O)Nc2ccc(Cl)cc2)C2=NCC(C)S2)n1 (stereo unspecified),-19.3%,16.0
Cc1nnc(-c2ccccc2)o1,?,·
Cc1cccc(C)c1OCC(O)CN (stereo unspecified),?,·
CCOC(=O)c1c(C)n(CC(O)CN(CC)CC)c2cc(Br)c(OC)cc12 (stereo unspecified),?,·
O=C(CN1CCN(c2ccc(F)cc2)CC1)c1ccc2c(c1)OCO2,-0.9%,16.9
CCOc1ccc(/C(O)=C2/C(=O)C(=O)N(c3ncccn3)C2c2ccc(C)cc2)cc1 (stereo unspecified),?,·
COC(=O)Cc1c(C)c2ccc(OC(=O)c3ccccc3)cc2oc1=O,?,·
COc1ccc(-c2cc(C(=O)NCCCN3CCOCC3)c3ccccc3n2)cc1OC,i,·
CCOC(=O)C1CCCN(C(=O)c2ccc(CS(=O)(=O)c3ccc(C)cc3)o2)C1 (stereo unspecified),?,·
CN=C1S/C(=C\c2c(OC)cc(OC)cc2OC)C(=O)N1C,0.581µM*,-1.2*

# Entries above with two or more sulfur atoms (five):
SMILES,S3 lipid droplet,S3 lipid droplet cell count max
Cc1ccc(S(=O)(=O)N2CCOc3ccccc32)c(C)c1NS(C)(=O)=O,-12.7%,·
CSc1nnc(SCC(=O)Nc2ccc3[nH]c(=O)[nH]c3c2)s1,?,·
CCSc1nc2sc3c(c2c(=O)n1-c1ccccc1)CCN(C)C3,?,·
O=C1c2ccsc2SCCN1Cc1ccccc1Cl,?,·
Cc1ccc(S(=O)(=O)N2CCC3(CC2)OCCO3)s1,?,·

# Next section:
SMILES,S3 lipid droplet,S3 lipid droplet cell count max
Cc1cccc(NC(=O)Cn2cnc3sc(C)c(S(=O)(=O)N4CCC(C)CC4)c3c2=O)n1,4.2%,2.4
CN(C1CCCCC1)S(=O)(=O)c1ccc(SCC(=O)NC(C)(C)C)nc1,1.1%,-0.8
CN(C)S(=O)(=O)c1cccc(NC(=O)CNC2CCCCC2)c1,1.0%,25.2
OCCC1CN(Cc2cccc3nccnc23)CCN1C1CCCC1 (stereo unspecified),-23.8%,-17.1
O=C(CSC(=S)N1CCCC1)Nc1ccc(Br)cc1Cl,?,·
C=Cn1cc[n+](CC(=O)c2ccc(-c3ccccc3)cc2)c1,-22.8%,5.5
Cc1c(Cl)cccc1Nc1nc(N)nc(CN2CCCCCC2)n1,i,·
c1ccc(Nc2c3c(nc4ncnn24)CCC3)cc1,?,·
O=C(Cc1nnc(NC(=O)c2ccccc2)s1)N/N=C\c1ccc(O)c(O)c1,?,·
CCN(CC)Cc1cc(NC2=NS(=O)(=O)c3ccccc32)ccc1OC(=O)c1ccccc1,?,·
O=C(O)Cn1nnnc1SCC(=O)Nc1ccc(OC(F)(F)F)cc1,1.0%,8.9
CN1CCCC(OC(=O)c2cc(Cl)cc(Cl)c2)C1 (stereo unspecified),6.2%,-19.2
Cc1c(OCC(=O)NCCCN2CCCC2=O)ccc2c3c(c(=O)oc12)CCC3,?,·
Cc1cc2nnc(SCC(=O)Nc3cccc(S(=O)(=O)N4CCOCC4)c3)n2c2ccccc12,2.3%,5.2
C=CCc1cccc(CNc2nc3ccccc3n2C(C)C)c1O,?,·
CCCCNC(=O)c1oc2ccc(S(=O)(=O)N3CCCC3)cc2c1C,?,·
CCCC(=O)Nc1c2c(nn1-c1ccc(OC)cc1)CS(=O)(=O)C2,?,·
CC(=O)Nc1ccc(Sc2ccccc2C(=O)O)cc1,?,·
CC(=O)c1ccc(NC(=O)CCNC(=O)c2ccc(Cl)cc2)cc1,20.0%,5.4
CC(=O)N1CCc2cc(Br)cc(S(=O)(=O)NCCCN3CCC(C)CC3)c21,-1.7%,6.1
O=C(OCc1nc2ccsc2c(=O)[nH]1)c1ccccc1,?,·
C(=N\Nc1nc2ccccc2[nH]1)/c1cccs1,?,·
O=C(O)c1ccc(NC(=S)N2CCCCC2)cc1,?,·
S=C1NNC2(CC3CC2C2CCCC32)NN1 (stereo unspecified),?,·
CCOC(=O)C1CCCN(C/C=C/c2ccccc2[N+](=O)[O-])C1 (stereo unspecified),?,·
O=S1(=O)Nc2c(ccc3cccnc23)-c2ccccc21,?,·
O=c1c2ccccc2nc(SCc2nc3ccccc3s2)n1CCCO,0.3%,-14.5
COCCN1CCn2c(nc3cc(Nc4nnc(C)c5ccccc45)ccc32)C1,-1.4%,3.8
Cn1cc(Br)c(-c2cccc(N3C(=O)CC(C)(C)CC3=O)c2)n1,5.6%,-3.0
COc1ccc(-c2noc(CCc3ccccc3)n2)cc1,?,·
CCc1ccc2nc(N(CCCN(C)C)C(=O)c3ccc(C(=O)c4ccccc4)cc3)sc2c1,?,·
CN(Cc1ccccc1)c1nc2c(c(=O)[nH]c(=O)n2C)n1CCSc1nc2ccccc2[nH]1,?,·
Cc1c(C(=O)NCc2c(F)cc(F)cc2F)oc2ccc(S(=O)(=O)N3CCOCC3)cc12,2.91µM*,-3.5*
Cc1c(NC(=O)C2(c3ccc(Cl)cc3)CCCC2)c(=O)n(-c2ccccc2)n1C,i,12.4

# Reformatted with bars between the fields: three of the compounds above.
molecule | S3 lipid droplet | S3 lipid droplet cell count max
Cc1c(NC(=O)C2(c3ccc(Cl)cc3)CCCC2)c(=O)n(-c2ccccc2)n1C | i | 12.4
CCc1ccc2nc(N(CCCN(C)C)C(=O)c3ccc(C(=O)c4ccccc4)cc3)sc2c1 | ? | ·
O=c1c2ccccc2nc(SCc2nc3ccccc3s2)n1CCCO | 0.3% | -14.5
